ERK EGF block: qHTS Assay for Inhibitors of the ERK Signaling Pathway using a Homogeneous Screening Assay; Stimulation with EGF; HEK293-V1b, EGF-stimulated phospho-ERK AlphaScreen; Potency, µM (top dose mostly 11.5 µM), for inactives: top-dose activity change, negative = inhibition, actives largely listed as inhibitors; 0.41% of 130,000 active; AID 1454, 2008; active = well fitted inhibition curve with a large enough effect; inconclusive = small, poorly fitted or top-dose-only effect, or effect the other way;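 note: plate controls were stimulated vehicle wells for no effect and unstimulated vehicle basal for full effect; nearly all actives have a fitted effect of over 55% in size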
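HEK293 cells stably expressing V1b receptor, serum-reduced (1% FBS) overnight, got compound for 30 min at 37C, then 25 nM EGF for 5 min. Lysate phospho-ERK read by AlphaScreen SureFire; AC50 from Hill fits.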
* = called active by the depositor; ? = inconclusive; [ ] = remark or other dose. Potency is the fitted concentration of half-maximal effect. A portion of the library; count on the stated rates, not on these rows.

SMILES | ERK EGF block
NC(=O)CC(NC(=O)c1ccccc1)c1ccc(NC2CCC2)c([N+](=O)[O-])c1 (stereo not drawn) | ?
O=C(CN1CCC(C(=O)O)CC1)Nc1ccccc1Oc1ccccc1 | -14.6%[57.5 µM]
COCCCNC(=S)N1CCN(C(=O)c2ccco2)CC1 | 2.7%
C/C(Cn1cnc([N+](=O)[O-])n1)=N\NC(=O)c1ccccc1 | -2.0%
O=C(Nc1ccc(Cl)cc1)NN1CC(=O)N(c2cccc(C(F)(F)F)c2)CC1=O | -2.9%[57.5 µM]
CCNC(=S)Nc1ccc(C)c(Cl)c1 | -14.2%
Cc1nc([N+](=O)[O-])c(N2CCOCC2)n1Cc1ccccc1 | -10.8%[57.5 µM]
CC(/C=C/c1ccccc1)=N\NC(=O)Cn1nc(C)cc1C | 7.2%
O=C(NC1=NCCS1)c1ccc(Cl)c(S(=O)(=O)N2CCCCCC2)c1 | -4.6%
COc1ccc(-c2noc(CCC(=O)NCCc3cccc(C)c3)n2)cc1 | -0.1%
FC(F)(F)c1ccccc1NC(=S)Nc1cccc2cnccc12 | 6.0%
CCCc1ncc(C(O)(c2ccccc2)c2ccccc2)n1C | 1.2%

Ordered by formula weight (lowest first): four of the compounds above.
SMILES | ERK EGF block
CC(/C=C/c1ccccc1)=N\NC(=O)Cn1nc(C)cc1C | 7.2%
Cc1nc([N+](=O)[O-])c(N2CCOCC2)n1Cc1ccccc1 | -10.8%[57.5 µM]
FC(F)(F)c1ccccc1NC(=S)Nc1cccc2cnccc12 | 6.0%
O=C(CN1CCC(C(=O)O)CC1)Nc1ccccc1Oc1ccccc1 | -14.6%[57.5 µM]

Further results.
SMILES | ERK EGF block
CCOc1cc(/C=N/NC(=O)C(=O)N2CCCC2)ccc1O | -4.6%
CCCOC(=O)Nc1cccc(C(C)=O)c1 | 3.2%
COc1cc(OC)cc(C(=O)O/N=C(\N)c2ccncc2)c1 | 8.3%
Cc1cccc(C(=O)NNC(=O)c2ccccc2C)c1 | -7.7%
COc1ccc2c(c1)c(C(=O)N/N=C/c1ccc(OC)c(OC)c1)c(C)n2C | 1.7%
Cc1cc(Nc2ccc([N+](=O)[O-])cc2)nc2ccccc12 | -0.7%
CCC(C)(C)C1CCC(=NNC(=S)Nc2ccccc2)CC1 (stereo not drawn) | ?
CCOc1ccc(N2C(=O)CNC2=S)cc1 | 8.3%[57.5 µM]
O=C(NCc1ccc2c(c1)OCO2)c1ccc(Cl)s1 | 2.1%
COC(=O)C(C(C)=O)C(NC(=O)OC(C)(C)C)c1ccccc1 (stereo not drawn) | -0.7%
CN(C)c1nc(N)c([N+](=O)[O-])c(NCC2CCCO2)n1 (stereo not drawn) | 2.0%[57.5 µM]
COc1ccc(/C=N/NC(=O)CN2CCN(Cc3ccccc3)CC2)cc1Br | 5.9%[57.5 µM]

Following part:
SMILES | ERK EGF block
CNS(=O)(=O)c1cc(NC(C)=O)c(C)cc1C | 11.9%
CC(C)(C)n1nnnc1C(c1ccc(Cl)cc1)N(Cc1cccnc1)Cc1ccco1 (stereo not drawn) | -2.5%
O=C(CCl)N(c1ccccc1)C1CCCCC1 | -1.9%
CCN(CC)CCN1C(=O)C(=O)/C(=C(/O)c2ccc(F)cc2)C1c1cccnc1 (stereo not drawn) | -0.7%
Cc1cc(C)n(CC(O)Cn2cnc3c2c(=O)n(C)c(=O)n3C)n1 (stereo not drawn) | 9.1%
COCC(=O)Nc1c(C(=O)Nc2ccc3c(c2)OCCO3)oc2ccccc12 | 6.7%
COc1ccc(-c2cc(=O)oc(-c3cccc(C)c3)n2)cc1 | 1.6%[57.5 µM]
Oc1ccc(NCc2cccc(OCc3ccccc3)c2)cc1 | -6.8%
O=C1NC2(CCCCC2)C(=O)N1/N=C/c1ccccc1Br | 1.0%
COC(=O)c1cc(NS(=O)(=O)c2ccc(C)c3ccccc23)ccc1N1CCOCC1 | -2.9%[57.5 µM]
Cc1ccc(S(=O)(=O)N2CCN(CCC#N)CC2)cc1 | 11.0%
Cc1ccc(-c2ccc(=O)n(CC(=O)Nc3ccc4c(c3)OCCO4)n2)cc1 | 13.3%

Next records follow.
SMILES | ERK EGF block
COc1cccc(CC2(CO)CCCN(Cc3ccccc3-c3ccco3)C2)c1 (stereo not drawn) | 39.4%
COc1ccc(OC)c(NC(=O)C(=O)NNC(=O)C23CC4CC(CC(C4)C2)C3)c1 | 8.9%[57.5 µM]
CSc1nc2nc3c(cc2c(=O)n1-c1ccccc1)COC(C)(C)C3 | 2.6%
CCOc1ccc(-n2nnnc2SCC(=O)N2CCOCC2)cc1 | -2.2%
Cc1ccc(C(=O)/C=C/c2ccc3c(c2)OCCO3)c(O)c1 | 8.1%[57.5 µM]
O=C(O)CC(NC(=O)Cc1ccc([N+](=O)[O-])cc1)c1ccc2c(c1)OCO2 (stereo not drawn) | -1.8%[57.5 µM]
Cc1cccc(C(=O)N2CCN=C2SCc2ccc([N+](=O)[O-])cc2)c1 | 0.6%
O=C(CCCn1c(=O)[nH]c2cc(Cl)ccc2c1=O)NCC1CCCO1 (stereo not drawn) | -2.8%
COc1ccc(OCC(=O)N/N=c2\oc3c(OC)cccc3cc2C(N)=O)cc1 | 11.6%
Cc1ccc(NC(=O)c2cc(N3C(=O)CCC3=O)ccc2N2CCOCC2)cc1 | 6.3%
CCC(=O)Nc1cccc(NC(=S)NC(=O)c2cccc(C)c2)c1 | 5.7%
CC(C)CCC1=NN(C(=O)c2ccco2)C(O)(C(F)(F)F)C1 (stereo not drawn) | 2.8%

Looked up by structure from the entries so far, four records:
SMILES | ERK EGF block
CCOc1ccc(-n2nnnc2SCC(=O)N2CCOCC2)cc1 | -2.2%
COc1cccc(CC2(CO)CCCN(Cc3ccccc3-c3ccco3)C2)c1 (stereo not drawn) | 39.4%
COc1ccc(OCC(=O)N/N=c2\oc3c(OC)cccc3cc2C(N)=O)cc1 | 11.6%
CCC(=O)Nc1cccc(NC(=S)NC(=O)c2cccc(C)c2)c1 | 5.7%

(continued)
SMILES | ERK EGF block
CC1(C(=O)OCc2cc(=O)n3cc(Br)ccc3n2)CC1(Cl)Cl (stereo not drawn) | ?
CCO[C@H]1OC(C(=O)NC2CC2)=C[C@@H](c2ccc3c(c2)OCO3)[C@@H]1CCCO | 31.3%[57.5 µM]
COCCNC(=O)NC(=O)CSc1nc(C)c(C)c(C)n1 | 7.6%
CC(C)N1CCN(Cc2cccn2-c2ccccn2)CC1CCO (stereo not drawn) | -5.6%[57.5 µM]
Clc1ccsc1-c1ccnc(-n2cccc2)n1 | 2.6%
CCn1c(CCCOc2ccc(Cl)cc2Cl)nnc1SCC(=O)Nc1cc(F)ccc1C | ?
O=C(NCc1ccccc1)Nc1cccc2ccccc12 | 6.6%
CCCCN(C(=O)CSc1nnnn1C)c1c(N)n(Cc2ccccc2)c(=O)[nH]c1=O | 1.5%[57.5 µM]
O=C(CN1C(=O)COc2ccccc21)N1CCc2ccccc2C1 | 3.5%
COc1ccc(OCC(=O)N2CCc3c([nH]c4ccccc34)C2c2ccccn2)cc1 (stereo not drawn) | 1.7%
O=C(CSc1nncs1)NC(=O)Nc1ccc2c(c1)OCCO2 | 6.0%[57.5 µM]
Nc1nc(-c2ccc(Cl)c(Cl)c2)c(-c2ccncc2)s1 | 7.6%

The list goes on:
SMILES | ERK EGF block
C=CCC(NCc1ccccc1)c1ccc(Cl)cc1 (stereo not drawn) | -6.1%
O=C(NCCN1CCOCC1)c1ccc(NC(=O)C2COc3ccccc3O2)cc1 (stereo not drawn) | 3.4%
Cc1ccc(C(=O)N/C(=C\c2cccnc2)c2nc3ccccc3[nH]2)cc1 | -0.5%
CC(C)[C@H](NC(N)=O)C(=O)NNC(=O)COc1cccc(C(F)(F)F)c1 | 4.2%[57.5 µM]
CCOC(=O)c1[nH]c(=O)c2ccccc2c1O | 6.6%
Cc1cc(Cl)nc(-n2nc(C)cc2C)n1 | -10.7%[57.5 µM]
COc1ccc(C(=O)N/N=C2\CCS(=O)(=O)c3ccc(F)cc32)cc1OC | -0.3%[57.5 µM]
Fc1ccc(C2c3[nH]c4ccccc4c3CCN2Cc2ccoc2)cc1 (stereo not drawn) | -5.3%
COC(=O)CCCn1c(C)cc(C(=O)CCl)c1C | -1.0%
CCN(CC)C(=O)CSc1nc2ccccc2o1 | 17.3%
C=CCn1c(CCC(O)COCCCCC)n[nH]c1=S (stereo not drawn) | -7.4%[57.5 µM]
Cc1ccc(N2C(=O)NC(NC(=O)c3ccc(Cl)cc3)(C(F)(F)F)C2=O)cc1 (stereo not drawn) | 3.3%

Following part.
| SMILES | ERK EGF block |
| --- | --- |
| CCNC(=S)N/N=C/c1ccc(OCC(=O)Nc2ccc(OC)cc2)c(OC)c1 | 7.2% |
| O=C1C=C(Nc2ccccc2)CC(c2ccccc2)C1 (stereo not drawn) | ? |
| Cc1nc(NC(=O)c2oc3ccccc3c2C)sc1C(=O)N(C)C | 8.0% |
| CN(C)/C=N/c1sc2c(c1C(N)=O)CCCC2 | 4.0% |
| O=C(O)CCN1C(=O)c2ccc(NC(=O)C(c3ccccc3)c3ccccc3)cc2C1=O | -0.9%[57.5 µM] |
| CCn1cc(C(=O)OCC(=O)c2cc(C)n(-c3ccccc3F)c2C)c(=O)c2ccc(C)nc21 | ? |
| COc1ccc(NC(=O)c2cccc(Cn3cc(Br)c([N+](=O)[O-])n3)c2)c(C)c1 | -2.4% |
| Cc1cccc(NC(=O)Nc2ccccn2)c1C | -1.3%[57.5 µM] |
| O=C(Nc1ccc(OCC(F)(F)C(F)F)cc1)c1ccncc1 | 4.1% |
| O=C(Nc1ccc(S(=O)(=O)Nc2ncccn2)cc1)C1=NN(c2ccccc2)C(=O)CC1 | -2.5%[57.5 µM] |
| CC(C)c1ccc2[nH]c(O)c(N=NC(=O)c3cccc(S(=O)(=O)Nc4ccccc4Cl)c3)c2c1 | 4.0% |
| CCCCNC(=O)/C(C#N)=C/c1ccc2c(c1)OCCO2 | 1.8% |
| Cc1nn(-c2ccccc2)c2nc(N)c(C#N)c(-c3ccc(C(C)(C)C)cc3)c12 | -3.2%[57.5 µM] |
| CCOC(=O)C(CCCCP(=O)(c1ccccc1)c1ccccc1)(NC(C)=O)C(=O)OCC | 4.0%[57.5 µM] |
| Cc1cc(C)c2cc3c(N)c(C(=O)Nc4c(C)[nH]c(=O)[nH]c4=O)sc3nc2c1 | 8.7% |
| Oc1cccc(NC(=S)Nc2ccc(SC(F)F)cc2)c1 | 4.6% |
| NS(=O)(=O)c1ccc(-c2ccc(C=O)o2)cc1 | 0.7% |
| OC1C2COC(O2)[C@H](O)C1O (stereo partly drawn) | 26.8% |
| COc1ccc(S(=O)(=O)N(CCC#N)Cc2ccco2)cc1OC | -2.4%[57.5 µM] |
| COc1ccccc1-c1nccc(NCc2cccc(C)c2)n1 | 26.7% |
| O=C(CSc1nnc(Cc2ccccc2)o1)NCc1ccc2c(c1)OCO2 | 9.6% |
| Cc1cc2nc(-c3ccc(SCC(=O)Nc4nccs4)nc3)[nH]c2cc1C | -12.0% |
| Cc1ccc(Nc2nnc(SC3CCOC3=O)s2)c(C)c1 (stereo not drawn) | -0.5% |
| Nc1nc(SCC(=O)NCCc2ccccc2)[nH]c(=O)c1-c1ccccc1 | 2.8% |
| O=C1OCc2cc(-n3cccc3)ccc21 | 2.7% |

Continued.
| SMILES | ERK EGF block |
| --- | --- |
| CC1(C)CN(c2ccc(N3CC(C)(C)C3=O)cc2)C1=O | -0.5% |
| CC(=O)c1nn(-c2ccccc2)cc1C(=O)c1ccc(Br)cc1 | 1.4% |
| CC1=C(C(=O)N2CCCC(C(=O)c3cccc(C(F)(F)F)c3)C2)OCCO1 (stereo not drawn) | -1.4% |
| O=C1CCC([N+](=O)[O-])C(c2cccc3ccccc23)N1 (stereo not drawn) | 7.1% |
| COCC(C)NC(=O)CCSc1nc(-c2ccc(OC)cc2)cc(C(F)(F)F)n1 (stereo not drawn) | 28.0% |
| O=C1CCN(S(=O)(=O)c2ccc(Cl)cc2)CCN1 | 7.1%[57.5 µM] |
| Cc1ccc(CNS(=O)(=O)c2c(C)n(C)c(=O)n(C)c2=O)cc1 | -6.8%[57.5 µM] |
| O=C1NC2(CCCCCC2)N=C1c1ccc(Br)cc1 | -3.0% |
| CCOC(=O)C(=CNc1ccc(NC2=NCC(C)(C)S2)cc1)C(=O)OCC | 10.2%[57.5 µM] |
| O=C(COC(=O)c1n[nH]c2ccccc12)Nc1ccc(Cl)cc1[N+](=O)[O-] | ? |
| Cc1c(NC(=O)CSCc2ccc(Br)cc2)c(=O)n(-c2ccccc2)n1C | 3.3% |
| CC(C)CC(NC(N)=O)C(=O)Nc1ccc(Cl)c(Cl)c1 (stereo not drawn) | 2.2% |
| O=C(c1ccc2c(c1)OCO2)N1CCC2(CC1)Oc1ccc(F)cc1C(=O)C21CC(c2ccc(Cl)cc2)=NO1 (stereo not drawn) | -1.9%[57.5 µM] |
| Cc1ccc(-c2nnc(N3CCN(C(=O)COc4cccc(C)c4)CC3)c3ccccc23)cc1 | 39.8µM* |
| CC(=O)c1cnc2sccn2c1=O | -0.3% |
| Cc1sc(NC(=O)C2CCCO2)c(C(N)=O)c1C (stereo not drawn) | 6.2% |
| CC(NC(=O)c1ccc(F)cc1)C(c1cccs1)N1CCN(C)CC1 (stereo not drawn) | -1.9% |
| O=C(NCc1ccc2c(c1)OCO2)C1CCC(CNS(=O)(=O)c2ccccc2)CC1 (stereo not drawn) | -0.9% |
| Cc1ccc(C)c(C(=O)COC(=O)CCCC(=O)Nc2cc(C(F)(F)F)ccc2Cl)c1 | -10.0% |
| C[C@@H]1CN(C2CCN(Cc3nc(CC4CC4)no3)CC2)C[C@H](C)O1 | -11.8% |
| COc1ccc2cc(-c3cc(C(=O)OCC(=O)NC4CCS(=O)(=O)C4)c4ccccc4n3)ccc2c1 (stereo not drawn) | 4.0% |
| Cc1cccc(N2CCN(C(=O)Cc3ccc(-n4c(=O)[nH]c5ccsc5c4=O)cc3)CC2)c1C | 7.6% |
| O=C1c2cccnc2C(=O)N1CNc1ccc(Cl)cc1 | -4.5% |
